Assay outcomes deposited in PubChem BioAssay by National Center for Advancing Translational Sciences (NCATS).
GLP1R cytotox – cytotoxicity in counter-screen for GLP-1R inverse agonists; HEK293 cAMP-luciferase reporter cells, luminescence, 24 h; Potency, µM (doses to about 38.3 µM), for the others: at the highest dose activity change, negative = inhibition, hits mostly inhibitors; hit rate 0.13% among 410,000;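 note: loss of luciferase light is scored as toxicity; potency is the fitted concentration of half-maximal effect; % is set by controls: 0 for no effect and ±100 for the full control effect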
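Quantitative HTS format, 1536 wells, 200 cells/uL seeded. Compounds: 23 nL, 24 h, 37 °C. Detection: luciferase reagent, luminescence at 12 min RT; decreased signal taken as cytotoxic.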
SW480 rerep – inducers of DNA re-replication in SW480 colon cancer cells; SW480 DNA re-replication, Hoechst DNA content imaging, 48 h; Potency, µM (top dose mostly 46.1 µM), without a hit: at the highest dose re-replication activation, hits mostly activators; hit rate 1.8% among 340,000; AID 624297; note: potency is the fitted concentration of half-maximal effect; % of control where 0% means no effect; nearly all actives have a fitted effect of over 55% in size
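Compounds, transferred as 23 nL by pin tool, were incubated with cells for 48 hr; DNA content per nucleus was then quantified by Hoechst staining and fluorescence plate imaging.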
KB-V1 cytotox – kills drug-selected multidrug resistant KB-V1 cells; KB-V1 MDR cells viability, CellTiter-Glo, 72 h; Potency, µM (series often up to 46.1 µM), without a hit: at the highest dose activity change, negative = cytotoxicity, most hits filed as cytotoxic; hit rate 3.4% among 400,000; note: potency is the fitted concentration of half-maximal effect; % is set by controls: 0 for no effect and ±100 for the full control effect; nearly all actives have a fitted effect of over 60% in size
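Potencies derive from concentration-effect curves fitted to normalized luminescence (CellTiter-Glo) of KB-V1 cells treated for 72 h at 37 degrees C in phenol-red-free DMEM containing 10% FBS.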
KB-3-1 cytotox – KB-3-1 parental cell cytotoxicity; KB-3-1 viability, CellTiter-Glo ATP luminescence, 72 h; Potency, µM (doses to about 46.1 µM), without a hit: at the highest dose activity change, negative = cytotoxic, usual class: cytotoxic; hit rate 1.4% among 400,000; AID 1347075; note: potency is the fitted concentration of half-maximal effect; % is set by controls: 0 for no effect and ±100 for the full control effect; nearly all actives have a fitted effect of over 60% in size
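KB-3-1 parental drug-naive adenocarcinoma cells in DMEM/10% FBS, incubated 72 h at 37 C with pin-transferred compounds across a concentration series. Viability by CellTiter-Glo luminescence; concentration-response curves fitted after normalization.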
HT1080 IDH1KD tx – toxicity to HT-1080 IDH1 knockdown cells (counter line); AID 686971; hit rate 2% among 360,000; HT-1080 IDH1 knockdown viability, ATP luminescence, 48 h; Potency, µM (series often up to 46.1 µM), for inactives: top-dose activity, negative = toxicity, hits mostly cytotoxic;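 note: potency is the fitted concentration of half-maximal effect; 0% = DMSO wells and -100% = cell-free medium wells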
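IDH1KD HT-1080 cells, 750/well, RPMI + 5% FBS; compound pinned after 2 h settling; 48 h, 37 °C; CellTiter-Glo luminescence; % activity normalised to DMSO and no-cell wells; curves fitted, classed by r2 and efficacy.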
MCF10A rereplic – induces DNA re-replication in MCF 10a normal breast cells; hit rate 2.9% among 350,000; AID 624296; Potency, µM (highest dose often 46.1 µM), for inactives: at the highest dose activity, positive = re-replication, most hits filed as activators; MCF 10A DNA re-replication, Hoechst nuclear intensity, 48 h; note: potency is the fitted concentration of half-maximal effect; % of control where 0% means no effect; nearly all actives have a fitted effect of over 50% in size
IL-1B inflam inh – inhibitors of inflammasome signaling (IL-1 beta secretion) | THP-1 LPS/ATP IL-1B secretion, AlphaLISA, 16 h; active compounds read low | activity change, % at 57.5 µM | hit rate 4.7% among 360,000 | AID 743279; in the data active = activity change below about -50%; inconclusive = mostly about -30% to -49%; note: % is set by controls: 0 for no effect and ±100 for the full control effect
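THP-1 cells pretreated 1 hr with compounds (up to 57.5 uM final), then stimulated with LPS (250 ng/mL final) plus ATP (1.25 mM final); secreted IL-1B measured by AlphaLISA after 16 hr, decreased signal indicating inhibition.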
DRD3 agonist – D3 dopamine receptor (human) agonism; P35462; max activation, %; hit rate 0.58% among 410,000; AID 652048; D3R DiscoveRx beta-arrestin cells, luminescence, 90 min; in the data active = max activation above about 30%; note: 0% is about no effect; mostly tested at two doses, the higher about 12 µM
Target sequence (P35462 whole entry, looked up): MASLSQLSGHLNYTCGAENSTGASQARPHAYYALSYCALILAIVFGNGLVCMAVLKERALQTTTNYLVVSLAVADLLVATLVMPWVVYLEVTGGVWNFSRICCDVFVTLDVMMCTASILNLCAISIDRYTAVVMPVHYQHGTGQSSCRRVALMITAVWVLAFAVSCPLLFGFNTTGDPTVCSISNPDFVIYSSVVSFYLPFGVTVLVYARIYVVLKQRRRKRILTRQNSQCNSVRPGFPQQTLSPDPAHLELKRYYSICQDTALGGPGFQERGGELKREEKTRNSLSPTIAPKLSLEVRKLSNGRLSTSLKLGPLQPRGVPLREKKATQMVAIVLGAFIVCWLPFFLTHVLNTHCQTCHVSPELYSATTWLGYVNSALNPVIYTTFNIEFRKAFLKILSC
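Cells at 1500/well, incubated overnight, then treated with pinned compounds (dopamine as control) for 90 min at 37 degrees C. DiscoveRx reagent added for 30 - 60 minutes at room temperature; luminescence read.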
HT1080NT lethal – kills 2HG-producing HT-1080-NT fibrosarcoma cells. HT-1080-NT fibrosarcoma viability, CellTiter-Glo ATP luminescence, 48 h. Potency, µM (titrated, usually from 46.1 µM), for the others: top-dose activity, negative = less viability, usual class: cytotoxic. hit rate 1.6% among 360,000;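 note: NT is the 2HG producing partner of a matched IDH1 knockdown line; potency is the fitted concentration of half-maximal effect; 0% = DMSO-treated cells and -100% = media-only wells without cells; nearly all actives have a fitted effect of over 55% in size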
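Fibrosarcoma NT cells, 750 per well in 5% FBS RPMI, were exposed to compound for 48 hours. Viability: CellTiter-Glo luminescence.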
* marks the source's active call; other numbers are inactive results; ? = inconclusive; · = not tested or not shown; [ ] = another dose, or the depositor's remark. Unless noted, calls come from the whole dose curve; as a rule, active = well fitted curve in the direction sought with a large enough effect; inconclusive = small, poorly fitted or top-dose-only effect, or another doubt; inactive = no such curve, though single readings can be large; an effect the other way counts as inactive or inconclusive.

SMILES	GLP1R cytotox	SW480 rerep	KB-V1 cytotox	KB-3-1 cytotox	HT1080 IDH1KD tx	MCF10A rereplic	IL-1B inflam inh	DRD3 agonist	HT1080NT lethal
NS(=O)(=O)c1ccc(NC(=S)NC(=O)c2ccc(-c3ccccc3)cc2)cc1	?	9%	-3%	5%	?	?	2	38*	?
COc1ccc(C2/C=C\CN(C(=O)c3ccccc3)CC(=O)N2Cc2ccc(F)cc2)cc1 (stereo not given)	-17%	-2%	-4%	12%	1%	-4%	3	7	16%
COc1ccc(CCNC(=O)CSc2nc3ccccc3o2)cc1OC	6%	-7%	9%	1%	1%	-2%	34	2	5%
O=C1Nc2ccccc2C1=Nc1cccc([N+](=O)[O-])c1	-10%	3%	6%	2%	-3%	-4%	8	-1	-19%
COc1ccc(OC)c(NC(=O)CSc2nnc(-c3ccco3)n2-c2ccc(C(=O)O)cc2)c1	-21%	-1%[9.22 µM]	14%	0%	-16%	11%	-4	1	-17%
CCOc1ccc(NC(=S)N2CCC(NC(=O)c3ccccc3C)CC2)cc1	-9%	-6%	?	6%	12%	-5%	0	3	2%
Cc1ccc(Nc2cc(C)nc3nc(Cc4ccc(Cl)cc4)nn23)cc1	0%	·	-16%	1%	·	·	·	-6	·
Cc1[nH]c(=S)[nH]c(=O)c1Cc1ccccc1	-7%	0%	13%	5%	3%	-5%	30	4	14%
O=C1[C@H]2[C@@H](c3ccccc3)N[C@]3(CCCN(Cc4ccccc4)C3=O)[C@H]2C(=O)N1Cc1ccccc1	2%	·	-18%	-2%	-4%	·	-14	-10	-5%
CCCc1nc2ccc(C)cn2c1Cc1cccc(F)c1	0%	·	-1%	0%	?	·	23	-4	-18%
CSCCCc1cn([C@@H](CO)C(=O)NCCCCCCCCCCC(=O)N2CCNCC2)nn1	-26%	5%	-3%	-9%	-1%	21%	-1	2	0%
Cn1c(=O)c2c(ncn2CC(=O)OCC(=O)Nc2ccc(F)cc2F)n(C)c1=O	-2%	-8%	-17%	-9%	2%	0%	-2	2	0%
O=C(Cn1cnc([N+](=O)[O-])n1)N/N=C/c1ccc2ccccc2c1	7%	0%	-13%	41%	7%	0%	19	-1	7%
CCOc1ccc(OCC)c(NC(=O)CSc2nnc(-c3cccnc3)o2)c1	1%	-1%	0%	0%	-1%	-1%	-25	5	1%
O=C(Nc1ccc2oc(Cc3ccc(Cl)cc3)nc2c1)c1cccnc1	-9%	16µM*	?	-10%	-12%	?	-67*	9	?
CC1(Oc2cccc(Cl)c2)CCN(Cc2ccc(OC(F)(F)F)cc2)C1 (stereo not given)	9%	·	6%	0%	14%	·	22	2	?
CCOC(=O)C1CCN(C(=O)CCNC(=O)c2cc(OC)c(OC)c(OC)c2)CC1	7%	1%	11%	-6%	4%	-5%	-3	-12	-8%[9.24 µM]
O=C(OCC(=O)N1CCN(c2ccccc2)CC1)C1CCCN1S(=O)(=O)c1ccc(Cl)cc1 (stereo not given)	2%	-1%	12%	4%	1%	0%	7	4	3%
Cc1onc(-c2ccccc2)c1C(=O)NCCSCc1ccco1	9%	-6%	-8%	0%	1%	0%	-15	3	4%
CCN=C(NCC)SC1CC(=O)N(c2cccc(OCC)c2)C1=O (stereo not given)	-1%	-1%	-29%	-2%	4%	17%	-20	-12	-7%
COc1ccccc1OCC(=O)Nc1ccccc1C(=O)N1CCCCC1	0%	-1%	?	?	-6%	5%	1	-8	-5%
CC(OC(=O)CCN=C1NS(=O)(=O)c2ccccc21)C(=O)N(C)C1CCCCC1 (stereo not given)	-12%	-4%	7%	8%	5%	4%	9	-5	7%
CCOC(=O)N1CCN(C2CC(=O)N(c3ccccc3)C2=O)CC1 (stereo not given)	-1%	-6%	20%	0%	7%	1%	-8	-8	6%
COCCn1cnc2c1c(=O)n(Cc1cc(C(C)=O)ccc1OC)c(=O)n2Cc1ccccc1	-3%	6%	-24%	?	-15%	7%	-15	-3	-19%
CCCCC(=O)NC(Nc1cc(C)ccn1)(C(=O)OCC)C(F)(F)F (stereo not given)	-11%	-3%	-2%	-3%	9%	-1%	-6	2	6%

Following part:
SMILES	GLP1R cytotox	SW480 rerep	KB-V1 cytotox	KB-3-1 cytotox	HT1080 IDH1KD tx	MCF10A rereplic	IL-1B inflam inh	DRD3 agonist	HT1080NT lethal
CSCCC(NC(N)=O)C(=O)NCc1ccc(Cl)cc1 (stereo not given)	2%	4%	-3%	-2%	2%	3%	0	-4	0%
Cc1cc(C)cc(NC(=O)/C(C#N)=C/c2cn(CC(=O)NCc3ccco3)c3ccccc23)c1	100%[activator]	?	?	?	9.2µM*	29%	0	-3	10µM*
Cc1ccc(OCCNC(=O)CN2C(=O)NC3(CCCC3)C2=O)cc1	0%	?	0%	10%	3%	11%	8	8	13%
COC(=O)[C@@]12C[C@@H](CC(=O)NCCCCc3ccccc3)C(=O)N(Cc3ccc4c(c3)OCO4)C1=CCC(C)(C)C2	-23%	·	23µM*	?	?	·	-76*	-9	?
Cc1cc(C)cc(NC(=O)CCCc2nc(-c3ccco3)no2)c1	6%	·	4%	-4%	·	·	·	-4	·
CCc1ccc(NCc2cc3cc4c(cc3n(CC(=O)Nc3ccccc3Cl)c2=O)OCO4)cc1	3%	·	?	2%	·	·	·	-13	·
CCN(c1ccc(OC)cc1)S(=O)(=O)c1ccc2c(c1)CCN2C(=O)CCC(=O)O	8%	?	-15%	1%	-2%	0%	-3	0	-15%
CCOC(=O)Cn1cc(/C=C(/C#N)C(=O)NC(C)C)c2ccccc21	-10%	-4%	-8%	-1%	2%	-3%	-1	0	5%
Cc1ccc(S(=O)(=O)n2c(N)nc3cc(C)c(C)cc32)cc1	1%	·	?	?	-26%	·	30	-10	?
O=C(O)C1CCCN1C(=O)NC1CCCCC1 (stereo not given)	2%	15%	-20%	1%	11%	11%	15	-3	-3%
NC(=O)CCn1c2ccccc2c2ccccc21	-8%	-3%	1%	-1%	-5%	-3%	1	2	-3%
O=C(c1cc(Br)ccc1OC(F)F)N1CCN2CCCC2C1 (stereo not given)	-12%	?	-2%	-4%	5%	-1%	-6	-3	-1%
COC(=O)[C@]12CCCCC=C1N(Cc1ccc3c(c1)OCO3)C(=O)[C@H](CC(=O)N1CCC(c3ccccc3)CC1)C2	-24%	·	-28%	-7%	-13%	·	-13	6	-24%
CCN(C(=O)CSc1nc2ccc(OC)cc2[nH]1)C1CCS(=O)(=O)C1 (stereo not given)	10%	-3%	19%	3%	2%	-2%	-1	9	10%
C/C(=N/NS(=O)(=O)c1cccc([N+](=O)[O-])c1)c1ccc2c(c1)OCO2	-3%	-5%	0%	-7%	-5%	-4%	-2	0	2%
CCCCC(=O)N(Cc1nc2sc(C)c(C)c2c(=O)[nH]1)C1CCCC1	3%	-70%[inhibitor]	?	-1%	-26%	12%	-1	2	?
CCOCCc1nnc(NC(=O)C2CCN(C(=O)c3ccco3)CC2)s1	2%	-4%	7%	0%	2%	-6%	8	-3	7%
O=C(NCc1ccc(F)cc1)c1cc(C2CCCCN2S(=O)(=O)c2ccccc2)on1 (stereo not given)	7%	·	-1%	0%	5%	·	27	8	-1%
Cc1onc(-c2ccccc2)c1C(=O)NNC(=S)NC(=O)/C=C/c1cccs1	4%	-2%	?	?	?	?	30	-25	?
Cc1cc(C)c(C)c(S(=O)(=O)NCC(=O)Nc2ccc(F)cc2)c1C	-5%	2%	-7%	?	?	-5%	0	4	?
CN(C)CCN1C(=O)C(O)=C(C(=O)c2cc3ccccc3o2)C1c1cccc(Br)c1 (stereo not given)	-20%	-2%	-10%	17%	-6%	1%	-25	-7	-15%
OC(c1ccc(Cl)c(F)c1)c1ncc(-c2cccc(F)c2)[nH]1 (stereo not given)	0%	·	-8%	0%	?	·	16	0	?
COc1ccc(CNC(=O)CN2C(=O)CCn3nc(-c4cn(C)c5ccccc45)cc32)cc1	-4%	·	3%	11%	·	·	·	-9	·
C[n+]1cc2c3c(ccc2c2ccc4cc5c(cc4c21)OCO5)OCO3	·	-2%	·	·	1.4µM*	17%	·	-7	2.5µM*
COc1ccc(S(=O)(=O)NC2CC(=O)N(c3ccccc3)C2)cc1C (stereo not given)	16%	3%	0%	-4%	0%	0%	4	-11	-4%

(list continues)
SMILES	GLP1R cytotox	SW480 rerep	KB-V1 cytotox	KB-3-1 cytotox	HT1080 IDH1KD tx	MCF10A rereplic	IL-1B inflam inh	DRD3 agonist	HT1080NT lethal
COc1ccccc1NC(=O)CCSc1nnnn1C	3%	-6%	?	2%	-8%	0%	-8	2	5%
Cc1cn(C2CCCCO2)c(=O)nc1NO (stereo not given)	19%	1%	8%	-10%	7%	0%	0	3	0%
CN(C)CCCNC(=O)c1cc(C(=O)c2ccc(F)cc2)c[nH]1	2%	-4%	-2%	1%	2%	-2%	-29	0	0%
Cc1nsc(Nc2ccccc2)c1C#N	5%	-54%[inhibitor]	3%	1%	-4%	14%	0	1	7%
CCOC(=O)/C(C#N)=C/Nc1cc(F)ccc1C	-3%	-5%	10%	-3%	10%	21%	-10	6	10%
c1ccc(SCCCCN2CCOCC2)cc1	9%	2%	-19%	-5%	-3%	2%	-5	-3	-1%
CC(=O)N(c1c(C)n(C)n(-c2ccccc2)c1=O)C1(C(=O)NC2CCCCC2)CCCCC1	3%	-1%	1%	3%	7%	1%	14	-1	8%
COc1ccccc1-c1cc(C(=O)NCCCn2ccnc2)no1	-2%	-8%	?	-4%	3%	1%	-8	-33	4%

Reprinted at random: 3 entries already listed
SMILES	GLP1R cytotox	SW480 rerep	KB-V1 cytotox	KB-3-1 cytotox	HT1080 IDH1KD tx	MCF10A rereplic	IL-1B inflam inh	DRD3 agonist	HT1080NT lethal
CCOC(=O)/C(C#N)=C/Nc1cc(F)ccc1C	-3%	-5%	10%	-3%	10%	21%	-10	6	10%
c1ccc(SCCCCN2CCOCC2)cc1	9%	2%	-19%	-5%	-3%	2%	-5	-3	-1%
COc1ccccc1NC(=O)CCSc1nnnn1C	3%	-6%	?	2%	-8%	0%	-8	2	5%
